Bioassay records: PubChem, National Center for Advancing Translational Sciences (NCATS)
EPAC2 ag: qHTS for Agonist of cAMP-regulated guanine nucleotide exchange factor 4 (EPAC2): primary screen; EPAC2 activation, biochemical qHTS; response scale: 100% = 6.5 mM cAMP response; Potency, µM (doses to about 154 µM), for inactives: at the highest dose activation, actives largely listed as activators; Rap guanine nucleotide exchange factor 4 (Homo sapiens), Q8WZA2; 0.079% of 360,000 active; note: nearly all actives have a fitted effect of over 50% in size
Target sequence (Q8WZA2 whole entry, looked up): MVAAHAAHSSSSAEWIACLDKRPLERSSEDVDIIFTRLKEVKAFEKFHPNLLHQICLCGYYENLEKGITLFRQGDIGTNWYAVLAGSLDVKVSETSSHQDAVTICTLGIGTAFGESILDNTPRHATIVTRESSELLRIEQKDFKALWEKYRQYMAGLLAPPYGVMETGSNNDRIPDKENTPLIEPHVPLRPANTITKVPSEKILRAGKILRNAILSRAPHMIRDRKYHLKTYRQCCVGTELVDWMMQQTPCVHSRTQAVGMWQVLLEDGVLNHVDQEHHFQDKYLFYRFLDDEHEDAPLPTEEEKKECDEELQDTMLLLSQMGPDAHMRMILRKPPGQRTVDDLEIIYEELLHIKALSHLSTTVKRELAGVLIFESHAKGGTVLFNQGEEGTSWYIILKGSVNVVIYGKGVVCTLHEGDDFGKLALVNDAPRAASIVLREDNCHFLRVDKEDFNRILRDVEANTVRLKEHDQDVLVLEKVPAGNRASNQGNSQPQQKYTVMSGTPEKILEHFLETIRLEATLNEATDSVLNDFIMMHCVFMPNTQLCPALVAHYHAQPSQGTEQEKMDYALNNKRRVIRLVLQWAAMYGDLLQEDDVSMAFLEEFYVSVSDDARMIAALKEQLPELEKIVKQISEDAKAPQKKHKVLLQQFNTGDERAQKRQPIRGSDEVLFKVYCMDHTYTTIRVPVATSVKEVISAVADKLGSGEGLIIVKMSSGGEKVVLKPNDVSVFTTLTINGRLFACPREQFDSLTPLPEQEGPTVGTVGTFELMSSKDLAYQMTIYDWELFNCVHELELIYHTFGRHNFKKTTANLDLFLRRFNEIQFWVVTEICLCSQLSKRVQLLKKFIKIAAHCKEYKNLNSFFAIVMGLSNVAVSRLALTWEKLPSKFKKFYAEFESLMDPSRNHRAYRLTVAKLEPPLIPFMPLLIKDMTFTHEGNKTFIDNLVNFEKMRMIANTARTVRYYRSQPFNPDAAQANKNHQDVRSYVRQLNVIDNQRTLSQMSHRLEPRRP
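Compounds were titrated in qHTS against a Rap1B-BODIPY-GDP (250 nM) complex with EPAC2 (100 nM) and GDP (50 uM). BODIPY-GDP release tracked at 480/540 nm over 30 min at room temperature, normalized to 6.5 mM cAMP.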
EPAC1 agonist: qHTS for Agonist of cAMP-regulated guanine nucleotide exchange factor 3 (EPAC1): primary screen. 0.073% of 360,000 active. EPAC1 agonist qHTS, biochemical assay; response scale: 100% = response to 6.5 mM cAMP. Rap guanine nucleotide exchange factor 3 (Homo sapiens), O95398. Potency, µM (doses to about 154 µM), for inactives: at the top dose activation, usual class: activators. AID 720707, 2013; note: nearly all actives have a fitted effect of over 60% in size
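Normalized to 6.5 mM cAMP, activity reflects EPAC1-catalysed release of BODIPY-GDP from Rap1B, followed kinetically over 30 min at 480 nm excitation, 540 nm emission. Reaction contained 100 nM EPAC1, 250 nM Rap1B-BODIPY-GDP, 50 uM GDP.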
PTHR1 agonist: qHTS for PTHR1 Agonists: Primary Screen | 0.075% of 410,000 active | HEK293 GP2 PTHR1 cells, GloSensor cAMP luminescence, 1 h | Potency, µM (series often up to 115 µM), for the others: at the top dose activation, hits mostly activators | AID 743266, 2014; note: nearly all actives have a fitted effect of over 55% in size; some results filed as inactive show a strong effect at the top dose; inactives centre near -15; many of its hits are not listed in these tables
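HEK-293-derived GP2 cells expressing PTHR1 and a GloSensor cAMP reporter, 3,000/well, plated overnight, given luciferin plus IBMX (each 0.5 mM as added) for 1 h at 37 °C, then compound for 1 h at 37 °C. Luminescence was read after 15 min at room temperature.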
FUS yeast rescue: qHTS for Suppressors of FUS Proteinopathy: Primary screen using FUS-linked yeast assay | 0.24% of 390,000 active | Potency, µM (highest dose often 76.6 µM), for the others: at the top dose growth rescue (activation), usual class: activators | S. cerevisiae FUS-expressing, growth rescue, OD600, 24 h;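 note: plate controls were DMSO vehicle for no effect and reference control for full effect; nearly all actives have a fitted effect of over 55% in size; some results filed as inactive show a strong effect at the top dose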
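Absorbance at 600 nm, taken 24hr after compound addition, measured rescue of FUS-yeast growth at 30C. Induction used 2% galactose with seeding at OD 0.005. Controls: CP55940 from 92uM final, DMSO only.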
aSyn yeast inh: qHTS of alpha-syn Inhibitors | Potency, µM (series often up to 46.1 µM), without a hit: at the top dose growth rescue (activation), actives largely listed as activators | 0.14% of 370,000 active | Yeast expressing alpha-synuclein, growth rescue, BacTiter-Glo, 24 h; note: % of control where 0% means no effect; nearly all actives have a fitted effect of over 65% in size
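Screening used galactose-induced yeast with toxic alpha-synuclein levels, exposed to compound for 24 hr at 30 deg C. Cell growth, read with BacTiter-Glo luminescence, gave the measured signal.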
EPAC2 antag: qHTS for Antagonist of cAMP-regulated guanine nucleotide exchange factor 2 (EPAC2): primary screen; Rap guanine nucleotide exchange factor 4 (Homo sapiens), Q8WZA2; EPAC2 GEF exchange of Rap1B-BODIPY-GDP, fluorescence; Potency, µM (doses to about 114 µM), for inactives: at the highest dose activity, negative = inhibition, hits mostly inhibitors; 0.18% of 360,000 active; AID 720708, 2013; note: % is set by controls: 0 for no effect and ±100 for the full control effect; nearly all actives have a fitted effect of over 45% in size; many of its hits are not listed in these tables
EPAC1 antag: qHTS for Antagonist of cAMP-regulated guanine nucleotide exchange factor 3 (EPAC1): primary screen; EPAC1 GEF assay, Rap1b-BODIPY-GDP exchange fluorescence; Potency, µM (doses to about 115 µM), inactives show at the top dose activity change, negative = inhibition, hits mostly inhibitors; 0.14% of 360,000 active;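 note: plate controls were vehicle for no effect and positive control for full effect; nearly all actives have a fitted effect of over 50% in size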
TDP43 rescue: qHTS of TDP-43 Inhibitors; Potency, µM (highest dose often 46.1 µM), for the others: at the highest dose growth rescue (activation), usual class: activators; TDP-43 expressing yeast growth rescue, BacTiter-Glo, 24 h; 1.8% of 410,000 active; AID 652104, 2013; note: % of control where 0% means no effect; nearly all actives have a fitted effect of over 50% in size
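In this qHTS, compounds that restore growth of yeast expressing TDP-43 appear as activators. Cells (OD600=0.02, galactose medium, raffinose-pregrown) are incubated with compound 24 hr at 30 deg C and growth is quantified by BacTiter-Glo.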
Numbers without * were called inactive; i = inactive; u = inconclusive; x = no result given; [ ] = dose if it differs, or a comment. Calls come from the whole dose curve; as a rule, active = well fitted curve in the direction sought with a large enough effect; inconclusive = small, poorly fitted or top-dose-only effect, or another doubt; inactive = no such curve, though single readings can be large; an effect the other way counts as inactive or inconclusive. Potency is the fitted concentration of half-maximal effect.

#	compound	EPAC2 ag	EPAC1 agonist	PTHR1 agonist	FUS yeast rescue	aSyn yeast inh	EPAC2 antag	EPAC1 antag	TDP43 rescue
1	CC(C)Oc1ccc(Cc2c(O)nc(NCCCN(C)C)[nH]c2=O)cc1	4%	5%	-6%[57.5 µM]	8%	8%	1%	-4%	-4%
2	CCOC(=O)C1CC(=O)c2cc(OC)c(OC)cc2C1 (centres undefined)	6%	5%	i	-11%	-3%	-7%	2%	5%
3	CC1(C)CC(=O)C=C(c2ccc(OC(F)(F)F)cc2)C1	-1%	-38%[inhibitor]	-43%[inhibitor]	-7%	-5%	-25%	-16%	-8%
4	CC(C)C[C@H]1CNC(=O)C(=O)N1C[C@@H]1CCCN1C[C@H](CC(C)C)N1C[C@H](Cc2ccc(O)cc2)N(CCc2ccccc2)C(=O)C1=O	1%	-7%	-2%	12%	1%	-2%	-2%	5%
5	O=C(Nc1ccccc1)N(c1ccccc1)C1C=CS(=O)(=O)C1 (centres undefined)	8%	2%	i	-22%	2%	2%	8%	10%
6	COc1cc(/C(C)=N/N2CCOCC2)cc(OC)c1OC	1%	3%	-1%	-34%	-3%	5%	-3%	7%
7	O=C1CCN(Cc2ccccc2)C(=O)N1c1ccccc1	6%	9%	i	5%	1%	7%	-6%	-3%
8	N#C/C(=C\c1cccc([N+](=O)[O-])c1)c1nnc2n1CCCCC2	4%	-1%	-14%	4%	12%	4%	5%	1%
9	CC(C)(C)NC(=O)C(c1ccc(F)cc1)N(C(=O)CCC(=O)Nc1ccccn1)C1CCCC1 (centres undefined)	4%	7%	-15%	29%	-6%	-11%	24%	-6%
10	COc1ccc(OCCCn2cccc2/C=C2/C(=N)N3OC(C)=CC3=NC2=O)cc1	17%	12%	i	u	-11%	-19%	-16%	28%

Some of the entries above, reformatted:
Second line of a record – EPAC2 ag, EPAC1 agonist, PTHR1 agonist, FUS yeast rescue, aSyn yeast inh, EPAC2 antag, EPAC1 antag, TDP43 rescue
9) CC(C)(C)NC(=O)C(c1ccc(F)cc1)N(C(=O)CCC(=O)Nc1ccccn1)C1CCCC1 (centres undefined)
    4%, 7%, -15%, 29%, -6%, -11%, 24%, -6%
8) N#C/C(=C\c1cccc([N+](=O)[O-])c1)c1nnc2n1CCCCC2
    4%, -1%, -14%, 4%, 12%, 4%, 5%, 1%
4) CC(C)C[C@H]1CNC(=O)C(=O)N1C[C@@H]1CCCN1C[C@H](CC(C)C)N1C[C@H](Cc2ccc(O)cc2)N(CCc2ccccc2)C(=O)C1=O
    1%, -7%, -2%, 12%, 1%, -2%, -2%, 5%

The listing continues:
#	compound	EPAC2 ag	EPAC1 agonist	PTHR1 agonist	FUS yeast rescue	aSyn yeast inh	EPAC2 antag	EPAC1 antag	TDP43 rescue
11	Cc1ccc(CN2CC(C(=O)Nc3cc(S(C)(=O)=O)ccc3Cl)CC2=O)cc1 (centres undefined)	2%	0%	i	14%	3%	0%	0%	-10%
12	Cc1ccc(S(=O)(=O)CCC(=O)Nc2sccc2C#N)cc1	0%	u	-12%	7%	2%	3%	10%	-11%
13	CN(C)C(=O)CSc1nc2ccccc2n1CC(=O)N1CCN(c2ccccc2)CC1	2%	-4%	-48%[inhibitor]	6%	2%	16%	19%	0%
14	Cc1ccnc(NC(=O)c2ccc3c(c2)C(=O)N(CC2CCCO2)C3=O)c1 (centres undefined)	3%	9%	-10%	-20%	-2%	0%	-2%	-12%
15	CN(C)S(=O)(=O)c1cccc(C(=O)Nc2ccc(S(=O)(=O)N3CCCC3)cc2)c1	3%	5%	-30%[inhibitor]	10%	0%	-3%	-3%	16%
16	Cc1ccc(NC(=O)CSc2nnc3n2CCCCC3)cc1	14%	8%	-9%	-17%	7%	3%	-16%	9%
17	Cc1ccc(C(=O)CSC2=C(C#N)C(c3ccco3)C3=C(CCCC3=O)N2)cc1 (centres undefined)	5%	-1%	i	39%	-5%	-8%	-27%	-5%
18	CC1CCCN(S(=O)(=O)c2cccc3nonc23)C1 (centres undefined)	0%	-6%	-9%	-17%	16%	10%	2%	u
19	Cc1nc2cc(-c3ccccc3)ccc2o1	-6%	-5%	-11%	-13%	0%	13%	1%	21%
20	Cc1cc(=O)oc2c(CN3CCCC3)c(O)c(Cl)cc12	1%	-2%	i	10%	-2%	3%	-3%	1%
21	O=C(CCC(=O)N(CC(=O)NC1CCCC1)Cc1ccc2c(c1)OCO2)Nc1ccccn1	-14%	-5%	-5%	-19%	2%	-1%	2%	10%
22	CCC(C)(C)n1nnnc1C(c1ccccn1)N1CCN(c2cccc(OC)c2)CC1 (centres undefined)	2%	3%	-9%[57.5 µM]	17%	1%	-1%	1%	-8%
23	O=C(Nc1ccc(N2CCOCC2)nc1)c1ccc(C(F)(F)F)cc1	0%	-1%	-26%	2%	2%	5%	-9%	28%
24	CN1CCc2c(sc(N)c2C(=O)O)C1	4%	-5%	i	-9%	1%	1%	-9%	26%
25	CC(=O)N1CCCc2ccc(NS(=O)(=O)c3ccc(C)cc3)cc21	4%	4%	-77%[inhibitor]	29%	-3%	25%	17%	-26%
26	COCC1CCN(C(=O)c2cc(COc3cccc4cnccc34)on2)CC1	6%	5%	-32%[inhibitor]	5%	2%	0%	-23%	7%
27	O=C1COc2ccc(C(=O)COC(=O)CNC(=O)C3CCCCC3)cc2N1	6%	6%	i	25%	-10%	2%	-24%	20%
28	O=C(NC1CC1)c1ccc2c(c1)ncn2C1CCCC1	1%	2%	-4%[57.5 µM]	5%	1%	4%	-10%	-10%
29	CCOC(=O)c1c(S(=O)(=O)NCCc2ccc(OC)c(OC)c2)c(C)n(C)c1C	5%	-7%	-7%	-3%	-5%	2%	u	11%
30	Cc1cc(C)cc(C(=O)NC(CC(N)=O)c2ccc(NC3CCCC3)c([N+](=O)[O-])c2)c1 (centres undefined)	-6%	0%	i	-19%	2%	3%	-14%	15%
31	COc1ccc(-c2nc3ncccn3c2Nc2ccccc2)cc1	0%	-3%	-7%	-5%	1%	1%	-12%	5%
32	COc1ccccc1OCCOCCOc1c(C)cc(C)cc1Br	15%	9%	i	61%	-10%	4%	-5%	-19%
33	COc1ccc(N2C(=O)C3C4C=CC(c5ccccc5)(C3C2=O)C2C(=O)N(c3ccc(OC)cc3)C(=O)C42)cc1 (centres undefined)	1%	5%	i	u	-2%	-16%	2%	22%
34	Cc1ccc(NC(=O)N(Cc2cc3cc(C)cc(C)c3[nH]c2=O)CC2COCCO2)cc1 (centres undefined)	2%	8%	i	0%	2%	-3%	8%	11%
35	CS(=O)(=O)N1CCCC(C(=O)NC2CCCCCCC2)C1 (centres undefined)	1%	-2%	i	-1%	-4%	4%	4%	-17%
36	CC(=O)Nc1ccc(NC(=O)CN2C(=O)COc3ccc(S(=O)(=O)N4CCOCC4)cc32)cc1	6%	-3%	i	3%	-2%	-5%	-24%	-1%
37	CCc1ccccc1NC(=O)c1cc(S(=O)(=O)N(C)C)ccc1N1CCCC1	1%	-3%	0%	18%	6%	4%	0%	u
38	Cc1ccc(C)c(N(C)C(=O)COc2cc(=O)n(C)c3ccccc23)c1	14%	5%	i	14%	2%	12%	-1%	13%
39	Cc1ccc(OCc2cc(C(=O)N3CCC(Oc4cccnc4)CC3)no2)cc1C	6%	-3%	-37%[inhibitor]	22%	-5%	-14%	-7%	19%
40	CCOc1nc(NCCO)nc(Nc2cc(Cl)ccc2OC)n1	1%	-7%	-7%	-6%	-6%	-7%	-15%	22%

2 of these compounds in another layout.
Sequence of screens – EPAC2 ag | EPAC1 agonist | PTHR1 agonist | FUS yeast rescue | aSyn yeast inh | EPAC2 antag | EPAC1 antag | TDP43 rescue
[35] CS(=O)(=O)N1CCCC(C(=O)NC2CCCCCCC2)C1 (centres undefined)
→ 1% | -2% | i | -1% | -4% | 4% | 4% | -17%
[37] CCc1ccccc1NC(=O)c1cc(S(=O)(=O)N(C)C)ccc1N1CCCC1
→ 1% | -3% | 0% | 18% | 6% | 4% | 0% | u

Remaining list, next part:
#	compound	EPAC2 ag	EPAC1 agonist	PTHR1 agonist	FUS yeast rescue	aSyn yeast inh	EPAC2 antag	EPAC1 antag	TDP43 rescue
41	COc1ccccc1-n1c(C)nnc1SCC(N)=O	3%	3%	-13%[57.5 µM]	10%	-2%	-2%	-1%	u
42	CCOC(=O)C1C(c2ccc(OC)cc2)N(C)OC1(O)C(F)(F)F (centres undefined)	4%	0%	i	2%	0%	11%	-14%	11%[9.22 µM]
43	COC(=O)c1c(C)cccc1C1CN=NC12Cc1ccccc1C2=O (centres undefined)	5%	7%	-37%[inhibitor]	x	12%	2%	-9%	-6%
44	CCCC(=O)NCC(c1cccs1)S(=O)(=O)c1ccc(C)cc1 (centres undefined)	3%	7%	-2%	4%	-7%	-5%	-10%	0%
45	CCCCNC(=O)C(Sc1ccccc1)c1ccccc1 (centres undefined)	1%	-8%	-2%	x	12%	0%	-7%	u
46	COC(=O)c1[nH]c2ccccc2c1NC(=O)CN1CCN(Cc2ccc3c(c2)OCO3)CC1	4%	6%	i	3%	0%	-3%	-9%	-6%
47	O=[N+]([O-])c1cc(C(F)(F)F)ccc1NCCCCNS(=O)(=O)c1ccc(Cl)cc1	2%	-22%	-90%[inhibitor]	25%	-10%	3%	0%	-13%
48	Cc1cc2ncn(C(=O)N3CCCC3)c2cc1C	0%	1%	i	0%	1%	-1%	8%	13%
49	O=[N+]([O-])c1cc(Cl)ccc1N1CCCC1	-2%	-12%	i	-12%	2%	-7%	-4%	-14%[0.397 µM]
50	COC(=O)c1ccc(CNC(=O)c2ccc(S(=O)(=O)N3CCCC(C)C3)cc2)cc1 (centres undefined)	-14%	-6%	-7%	x	2%	13%	7%	22%
51	CCOC(=O)c1sc2ncnc(N3CCN(CC)CC3)c2c1C	-3%	-6%	i	22%	1%	7%	-9%	-7%
52	COc1ccc(C(=O)Nc2cccc(S(=O)(=O)NC3=NCCCCC3)c2)cc1	3%	1%	-42%[inhibitor]	-22%	-2%	3%	17%	-14%
53	O=C(CSc1cn[nH]n1)Nc1ccccc1C(F)(F)F	-1%	-7%	i	-7%	-3%	-3%	-7%	17%

The list is partial; rates above refer to the full screens.
